Screening results as filed in PubChem BioAssay.
GPR35 antagonists: GPR35 antagonists blocking zaprinast-driven arrestin recruitment, primary screen, imaging, U2OS, beta-arrestin-GFP, zaprinast agonist (AID 2058) | U2OS GPR35 beta-arrestin-GFP translocation imaging, zaprinast antagonism; higher % means a stronger effect | one-dose inhibition, % at 10 µM; IC50 in µM for titrated hits | hit rate 0.052% among 290,000;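 active means inhibition of at least 50% with at least 30 cells and total cytoplasm GFP at most 10,000,000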
MgcRacGAP inhibition: MgcRacGAP GTPase-activating activity inhibitors, confirmation, biochemical, ADP Hunter fluorescence; one-dose inhibition, % at 30 µM; IC50 in µM for titrated hits; MgcRacGAP-stimulated Rac1 GTP hydrolysis, ADP Hunter fluorescence; higher % means a stronger effect; GST-tagged Rac1 F28L mutant substrate; AID 624330; hit rate 0.6% among 340,000;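 active means first-screen hits whose inhibition reached a set limit at any dose in the follow-up dose series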;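 further: fluorescence reports GDP produced by GAP-driven GTP hydrolysis; strong numbers were not always called active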
GPR55 LPI antagonism: GPR55 antagonists blocking LPI-driven arrestin recruitment, primary screen, imaging, U2OS, beta-arrestin-GFP, LPI agonist (AID 2013); U2OS GPR55 beta-arrestin-GFP translocation imaging, LPI antagonism; higher % means a stronger effect; inhibition, % at 10 µM, or IC50 in µM where a hit was titrated; hit rate 0.13% among 290,000;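 active means spots per cell inhibited over 60%, with over 100 cells counted and total cytoplasm intensity under 500,000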;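 further: U2OS cells stably carrying GPR55 and arrestin-GFP stimulated by 5 µM LPI near EC80; imaged beta-arrestin-GFP aggregate spots per cell after agonist stimulation; plate controls were LPI-stimulated DMSO wells for no effect and DMSO wells without LPI for full effect; some results filed as inactive read as strong as hits; confirmed hits need IC50 under 10 µM and bright autofluorescent wells are also inconclusive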
UTI89 phage lysis: protection from phage-mediated lysis, alamar blue read-out – E. coli UTI89, K1F phage, bacterial capsule biogenesis inhibitors (AID 488966) | E. coli UTI89 K1F phage lysis, alamar blue, 2 h; higher % means a stronger effect | inhibition, % at 100 µM; hits with a dose series show IC50 in µM | hit rate 0.02% among 340,000;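 active means phage lysis inhibition, versus mean bacterial control, above a set limit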;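 further: capsule biogenesis inhibitors block K1F phage lysis so surviving cells raise fluorescence; higher fluorescence means more inhibition of phage lysis; actives were called in the ten point dose series up to 300 µM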
GPR55 activation: GPR55 agonists via beta-arrestin recruitment, primary screen, imaging, U2OS cells, beta-arrestin-GFP redistribution (AID 1961); U2OS GPR55 beta-arrestin-GFP redistribution imaging; higher % means a stronger effect; one-dose activation, % at 10 µM; EC50 in µM for titrated hits; hit rate 0.048% among 290,000;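 active means activation above 40% with more than 50 cells counted in the well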;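 further: U2OS osteosarcoma cells stably expressing GPR55 and beta-arrestin-GFP; plate controls were DMSO negative control for no effect and LPI positive control for full effect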
KOR beta-arrestin-1: KOR antagonists, beta-arrestin recruitment, cell-based, luminescence, uHTS (AID 1778) | one-dose inhibition, % at 10 µM; IC50 in µM for titrated hits | KOR beta-arrestin recruitment, luminescence, antagonist mode; higher % means a stronger effect | hit rate 0.091% among 290,000; in the data active means inhibition above about 50%; further: strong numbers were not always called active
NTR1 ag: NTR1-driven beta-arrestin-GFP spot formation – imaging, U2OS cells, high content, primary screen (AID 493036). agonist mode. activation, % at 20 µM. hit rate 0.17% among 330,000;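 active means activation at or above 40% of the spot to cytoplasm intensity ratio, with at least 20 cells analyzed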;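 further: 0% = DMSO without peptide and 100% = 100 nM NTR1 peptide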
Target sequence (P30989 whole entry, looked up): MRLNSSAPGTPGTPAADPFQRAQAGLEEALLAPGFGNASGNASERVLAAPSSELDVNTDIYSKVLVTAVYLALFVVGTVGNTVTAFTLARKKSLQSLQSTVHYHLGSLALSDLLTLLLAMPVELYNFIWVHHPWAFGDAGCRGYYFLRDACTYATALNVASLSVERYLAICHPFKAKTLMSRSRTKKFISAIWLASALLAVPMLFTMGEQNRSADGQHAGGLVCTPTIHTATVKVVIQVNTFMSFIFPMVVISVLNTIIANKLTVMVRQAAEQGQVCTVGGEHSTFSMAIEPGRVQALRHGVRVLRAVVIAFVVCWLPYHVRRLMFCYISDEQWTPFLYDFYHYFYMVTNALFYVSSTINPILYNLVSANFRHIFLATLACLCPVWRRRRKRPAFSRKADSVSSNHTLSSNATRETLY
KOR beta-arrestin-2: KOR agonists, beta-arrestin recruitment, primary screen, cell-based, luminescence, uHTS (AID 1777). KOR beta-arrestin recruitment, luminescence; higher % means a stronger effect. one-dose activation, % at 10 µM; EC50 in µM for titrated hits. hit rate 0.02% among 280,000; in the data active means activation above about 50%, passing the limit was not always enough; further: a part of the inactive calls stands beside numbers as strong as those of hits
NOD1 inhibition: NOD1 signaling inhibitors, primary screen, cell-based, luminescence, uHTS (AID 1578) | NOD1-driven NF-kB luciferase reporter cells, luminescence; higher % means a stronger effect | one-dose inhibition, % at 4 µM; EC50 in µM for titrated hits | hit rate 1% among 290,000; in the data active means inhibition mostly above about 36%, no sharp cut-off; inactive means mostly below about 34%;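 further: HEK-293T reporter cells stimulated with the NOD1 agonist gamma-tri-DAP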
NTR1 ag cell count 20 µM: further read-out of NTR1 ag, marked with its call; cell count; measured here: cell count, cytotoxicity flag
An asterisk follows results filed as active; [ ] = dose if it differs, or a comment.

Results for CCOC(=O)C1C(=O)CC(C)(O)C(C(=O)OCC)C1c1ccccc1 (stereo not given) ?
GPR35 antagonists: 2.2%; MgcRacGAP inhibition: -0.2%; GPR55 LPI antagonism: 10.8%; UTI89 phage lysis: 0.9%; GPR55 activation: -0.3%; KOR beta-arrestin-1: 17.9%; NTR1 ag: 1.6; KOR beta-arrestin-2: -5.9%; NOD1 inhibition: -22.4%; NTR1 ag cell count 20 µM: 84

Results for COCCN(C(=S)Nc1ccc(Cl)cc1OC)C1CCN(C(C)=O)CC1 ?
GPR35 antagonists: 11.7%; MgcRacGAP inhibition: 9.3%; GPR55 LPI antagonism: -1.9%; UTI89 phage lysis: 0.3%; GPR55 activation: 0.0%; KOR beta-arrestin-1: -4.4%; NTR1 ag: 0.0; KOR beta-arrestin-2: -1.7%; NOD1 inhibition: 4.7%; NTR1 ag cell count 20 µM: 59

What do the screens show for `Cc1c(-c2ccc(F)cc2)[n+](=O)c(-c2ccc(F)cc2)c(C)n1[O-]`?
GPR35 antagonists: -7.6%; MgcRacGAP inhibition: 10.9%; GPR55 LPI antagonism: -1.6%; UTI89 phage lysis: 0.4%; GPR55 activation: -0.1%; KOR beta-arrestin-1: -5.1%; NTR1 ag: -1.6; KOR beta-arrestin-2: 7.1%; NOD1 inhibition: 13.9%; NTR1 ag cell count 20 µM: 85

How did COc1ccc(OC)c(-c2cc(C(=O)Nc3cc(C)n(Cc4ccc(Cl)cc4)n3)no2)c1 do in these assays?
GPR35 antagonists: -1.7%; MgcRacGAP inhibition: 3.7%; GPR55 LPI antagonism: 1.0%; UTI89 phage lysis: 5.3%; GPR55 activation: -0.1%; KOR beta-arrestin-1: -35.3%; NTR1 ag: 11.6; KOR beta-arrestin-2: 5.4%; NOD1 inhibition: 6.3%; NTR1 ag cell count 20 µM: 48

Results for COc1ccc(NC(=O)c2ccc3ccccc3c2)cc1NS(=O)(=O)c1ccc(F)cc1 ?
GPR35 antagonists: -1.7%; MgcRacGAP inhibition: 3.6%; GPR55 LPI antagonism: 25.8%; UTI89 phage lysis: 0.0%; GPR55 activation: 0.5%; KOR beta-arrestin-1: -28.2%; NTR1 ag: -1.2; KOR beta-arrestin-2: 9.6%; NOD1 inhibition: -11.2%; NTR1 ag cell count 20 µM: 36

Results for CC(=O)c1cccn1S(=O)(=O)c1ccccc1 ?
GPR35 antagonists: 6.4%; MgcRacGAP inhibition: 6.4%; GPR55 LPI antagonism: 12.9%; UTI89 phage lysis: 0.0%; GPR55 activation: -0.1%; KOR beta-arrestin-1: 28.3%; NTR1 ag: -1.2; KOR beta-arrestin-2: -2.4%; NOD1 inhibition: -3.7%; NTR1 ag cell count 20 µM: 80

How did CC(C)(CN=C1NS(=O)(=O)c2ccccc21)CNC(=O)c1ccccc1 do in these assays?
GPR35 antagonists: -12.7%; MgcRacGAP inhibition: 8.1%; GPR55 LPI antagonism: 9.6%; UTI89 phage lysis: 2.0%[50 µM]; GPR55 activation: 0.0%; KOR beta-arrestin-1: -2.8%; NTR1 ag: 0.8; KOR beta-arrestin-2: 2.2%; NOD1 inhibition: -25.1%; NTR1 ag cell count 20 µM: 54

Results for CCOc1ccc(S(=O)(=O)N/N=C\c2ccc3c(c2)OCO3)cc1 ?
GPR35 antagonists: -6.6%; MgcRacGAP inhibition: 5.2%; GPR55 LPI antagonism: 15.1%; UTI89 phage lysis: 0.7%; GPR55 activation: -0.1%; KOR beta-arrestin-1: 26.8%; NTR1 ag: 1.8; KOR beta-arrestin-2: -3.5%; NOD1 inhibition: 4.7%; NTR1 ag cell count 20 µM: 78

What do the screens show for `CC(C)Cc1ccc(C#N)c(SCC(N)=O)n1`?
GPR35 antagonists: -9.1%; MgcRacGAP inhibition: 0.2%; GPR55 LPI antagonism: 9.8%; UTI89 phage lysis: 2.9%; GPR55 activation: -0.2%; KOR beta-arrestin-1: 16.1%; NTR1 ag: 0.3; KOR beta-arrestin-2: -1.6%; NOD1 inhibition: -8.2%; NTR1 ag cell count 20 µM: 46

Results for CCCC(=O)Nc1ccc(C(=O)NCCCn2ccnc2)cc1 ?
GPR35 antagonists: 1.3%; MgcRacGAP inhibition: -1.7%; GPR55 LPI antagonism: 19.3%; UTI89 phage lysis: -0.2%; GPR55 activation: 0.1%; KOR beta-arrestin-1: 51.0%; NTR1 ag: -1.1; KOR beta-arrestin-2: -3.6%; NOD1 inhibition: -34.5%; NTR1 ag cell count 20 µM: 99

Results for O=C(Nc1nc(-c2ccccc2)c(C(=O)c2ccccc2)s1)c1ccc(S(=O)(=O)N2CCCCC2)cc1 ?
GPR35 antagonists: -13.7%; MgcRacGAP inhibition: 6.1%; GPR55 LPI antagonism: 20.2%; UTI89 phage lysis: 1.1%[50 µM]; GPR55 activation: -0.2%; KOR beta-arrestin-1: 13.5%; NTR1 ag: 3.4; KOR beta-arrestin-2: 5.0%; NOD1 inhibition: 12.3%; NTR1 ag cell count 20 µM: 55

What do the screens show for `COCCCn1c(SCC(=O)OC2CCCCC2)nnc1-c1ccco1`?
GPR35 antagonists: -7.8%; MgcRacGAP inhibition: 5.6%; GPR55 LPI antagonism: -5.3%; UTI89 phage lysis: 0.8%; GPR55 activation: -0.1%; KOR beta-arrestin-1: -29.0%; NTR1 ag: -0.4; KOR beta-arrestin-2: 3.9%; NOD1 inhibition: 30.4%; NTR1 ag cell count 20 µM: 67

Results for O=C(c1cnccn1)N1CCN(c2ccccc2F)CC1 ?
GPR35 antagonists: -4.0%; MgcRacGAP inhibition: 5.4%; GPR55 LPI antagonism: -8.5%; UTI89 phage lysis: 1.4%; GPR55 activation: 0.1%; KOR beta-arrestin-1: 19.1%; NTR1 ag: 0.9; KOR beta-arrestin-2: -6.0%; NOD1 inhibition: -23.6%; NTR1 ag cell count 20 µM: 69

How did C=C(C)c1ccccc1NC(=O)CCN1C(=O)c2ccccc2S1(=O)=O do in these assays?
GPR35 antagonists: 7.8%; MgcRacGAP inhibition: 8.5%; GPR55 LPI antagonism: -1.7%; UTI89 phage lysis: 0.3%; GPR55 activation: -0.1%; KOR beta-arrestin-1: 12.4%; NTR1 ag: 4.5; KOR beta-arrestin-2: -3.6%; NOD1 inhibition: 0.4%; NTR1 ag cell count 20 µM: 42

Results for Cc1ccc(/C=C(\NC(=O)c2ccccc2)C(=O)NC(Cc2ccccc2)C(=O)O)cc1 (stereo not given) ?
GPR35 antagonists: -10.6%; MgcRacGAP inhibition: 4.6%; GPR55 LPI antagonism: 8.7%; UTI89 phage lysis: 0.9%; GPR55 activation: 0.2%; KOR beta-arrestin-1: 23.7%; NTR1 ag: -0.4; KOR beta-arrestin-2: 4.3%; NOD1 inhibition: -13.0%; NTR1 ag cell count 20 µM: 44

What do the screens show for `Cc1nc(SCC(=O)N2CC(=O)Nc3ccccc32)c2c(C)c(C)sc2n1`?
GPR35 antagonists: 4.0%; MgcRacGAP inhibition: 5.8%; GPR55 LPI antagonism: 15.1%; UTI89 phage lysis: -1.8%[50 µM]; GPR55 activation: 0.8%; KOR beta-arrestin-1: 3.8%; NTR1 ag: 0.7; KOR beta-arrestin-2: -2.0%; NOD1 inhibition: 14.5%; NTR1 ag cell count 20 µM: 47

How did O=C(NCc1ccc2c(c1)OCO2)C12CC3CC(CC(C3)C1)C2 do in these assays?
GPR35 antagonists: -8.3%; MgcRacGAP inhibition: 0.6%; GPR55 LPI antagonism: 1.4%; UTI89 phage lysis: 0.3%; GPR55 activation: 0.1%; KOR beta-arrestin-1: -38.0%; NTR1 ag: 0.4; KOR beta-arrestin-2: 1.2%; NOD1 inhibition: 5.5%; NTR1 ag cell count 20 µM: 88

What do the screens show for `COc1ccc(/C=C/c2nnc(NC(=O)COc3ccccc3)s2)cc1`?
GPR35 antagonists: -12.2%; MgcRacGAP inhibition: 6.1%; GPR55 LPI antagonism: 3.0%; UTI89 phage lysis: 50.6%[50 µM]; GPR55 activation: 0.0%; KOR beta-arrestin-1: -5.3%; NTR1 ag: 1.3; KOR beta-arrestin-2: 12.7%; NOD1 inhibition: 0.8%; NTR1 ag cell count 20 µM: 56

How did CN(C)CCN(C(=O)c1ccc(C(=O)c2ccccc2)cc1)c1nc2cc3c(cc2s1)OCO3 do in these assays?
GPR35 antagonists: 5.4%; MgcRacGAP inhibition: 5.8%; GPR55 LPI antagonism: 3.1%; UTI89 phage lysis: 1.4%[50 µM]; GPR55 activation: 1.8%; KOR beta-arrestin-1: -15.5%; NTR1 ag: 4.5; KOR beta-arrestin-2: 7.7%; NOD1 inhibition: -24.4%; NTR1 ag cell count 20 µM: 69

What do the screens show for `Cn1cnnc1SCC(=O)c1ccc(OC(F)F)cc1`?
GPR35 antagonists: 3.7%; MgcRacGAP inhibition: 4.9%; GPR55 LPI antagonism: 1.7%; UTI89 phage lysis: -1.0%; GPR55 activation: -0.1%; KOR beta-arrestin-1: 2.0%; NTR1 ag: 0.0; KOR beta-arrestin-2: 0.0%; NOD1 inhibition: 7.4%; NTR1 ag cell count 20 µM: 68

What do the screens show for `O=C(CSCc1ccc([N+](=O)[O-])cc1)Nc1ccc(S(=O)(=O)N2CCCCCC2)cc1`?
GPR35 antagonists: -26.5%; MgcRacGAP inhibition: 8.6%; GPR55 LPI antagonism: 4.9%; UTI89 phage lysis: 2.0%[50 µM]; GPR55 activation: 0.2%; KOR beta-arrestin-1: 5.5%; NTR1 ag: 3.2; KOR beta-arrestin-2: -1.3%; NOD1 inhibition: -5.0%; NTR1 ag cell count 20 µM: 70

What do the screens show for `CCN(CC)S(=O)(=O)c1cc(C(=O)OC)ccc1Cl`?
GPR35 antagonists: 12.1%; MgcRacGAP inhibition: 0.7%; GPR55 LPI antagonism: -3.7%; UTI89 phage lysis: 0.2%; GPR55 activation: -0.1%; KOR beta-arrestin-1: -13.9%; NTR1 ag: 11.6; KOR beta-arrestin-2: 5.5%; NOD1 inhibition: 7.9%; NTR1 ag cell count 20 µM: 99

How did CCc1cc2c(CN3CCN(CC)CC3)cc(=O)oc2cc1O do in these assays?
GPR35 antagonists: 0.4%; MgcRacGAP inhibition: 15.8%; GPR55 LPI antagonism: -3.0%; UTI89 phage lysis: 0.2%; GPR55 activation: -0.1%; KOR beta-arrestin-1: -4.1%; NTR1 ag: 2.0; KOR beta-arrestin-2: -1.1%; NOD1 inhibition: -4.8%; NTR1 ag cell count 20 µM: 75

How did Cc1ccc(-n2ncc(C(=O)NC3CC3)c2C2CCN(C(=O)OC(C)(C)C)CC2)cc1 do in these assays?
GPR35 antagonists: 14.1%; MgcRacGAP inhibition: 9.1%; GPR55 LPI antagonism: -6.2%; UTI89 phage lysis: 0.0%; GPR55 activation: 0.2%; KOR beta-arrestin-1: -15.7%; NTR1 ag: -1.0; KOR beta-arrestin-2: -4.1%; NOD1 inhibition: 1.4%; NTR1 ag cell count 20 µM: 65

An excerpt; count on the stated rates, not on these rows.
